Tcruzi prolif – inhibitors of T. cruzi proliferation; T. cruzi beta-gal in NIH3T3, GalScreen luminescence, 90 h; inhibition, % at 8.34 µM; 5.9% of 77,000 active; AID 624255;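 active means mean inhibition above about 93%, with at least 55% of replicates each passing it, limit read from the data, passing the limit was not always enough; inconclusive means only one of those two conditions holds; inactive means neither condition holds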
GASC1 inh – inhibitors of human demethylase GASC-1 KDM4C | 0.15% of 96,000 active | GST-KDM4C 2-372, H3K9me3 peptide, LANCE TR-FRET | inhibition, % at 12.5 µM | AID 720574 | Q9H3R0;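 active means mean replicate inhibition above about 25%, with at least 55% of replicates also reaching it, limit read from the data, passing the limit was not always enough; inconclusive means only one of those two conditions met; inactive means neither condition met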
Target sequence (Q9H3R0 2-372 limits assumed): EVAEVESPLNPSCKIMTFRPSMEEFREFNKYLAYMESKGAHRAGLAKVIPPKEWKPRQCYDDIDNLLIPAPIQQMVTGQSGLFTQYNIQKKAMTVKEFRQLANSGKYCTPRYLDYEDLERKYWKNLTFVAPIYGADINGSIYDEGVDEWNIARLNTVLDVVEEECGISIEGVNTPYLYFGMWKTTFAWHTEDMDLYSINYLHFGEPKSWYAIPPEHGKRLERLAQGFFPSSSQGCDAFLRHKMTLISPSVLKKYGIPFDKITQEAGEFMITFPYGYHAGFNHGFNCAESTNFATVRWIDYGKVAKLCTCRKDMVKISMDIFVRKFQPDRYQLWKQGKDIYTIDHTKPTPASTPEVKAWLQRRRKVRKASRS
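Material: GST-tagged GASC-1 (JMJD2C) catalytic fragment, aa 2-372 / Quantity: enzyme final amount 10 nM / Medium: HEPES buffer, pH 7.5, plus ascorbate / Doses: one test concentration per compound / Incubation: 30 min reaction, 60 min detection, RT / Measured by: LANCE TR-FRET / Read-out: inhibition from TR-FRET ratio decrease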
C diff HTS – blocks growth of Clostridium difficile; growth activity, negative = inhibition, % at 16 µg/mL (by protocol); AID 1259249; Clostridium difficile clinical isolate growth, OD600, 24 h; active compounds read low; 0.25% of 86,000 active;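 active means mean growth activity at or below -80% and every replicate also at or below -80%; inconclusive means mean at or below -80% but some replicate above -80%; inactive means mean growth activity above -80%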;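 further: 0% = DMSO wells and -100% = levofloxacin 16 µg/mL wells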
Pf Dd2 inh – P. falciparum Dd2 growth inhibition; SYBR Green, 72 h; active compounds read low; 2.3% of 94,000 active; activity change, % at 10 µM; in the data active means activity change below about -80%; inconclusive means no clear call, values can overlap the other calls
The depositor's hits bear a star; ? = inconclusive; . = not tested or not shown; & = joins results of further samples; ! = repeats disagree.

SMILES	Tcruzi prolif	GASC1 inh	C diff HTS	Pf Dd2 inh
COc1ccc2c3c([nH]c2c1)[C@H](CO)N(CC1CC1)CC31CN(C(=O)c2cccc(F)c2)C1	.	-0.8	7	-29
O=C(NCC1CC1)[C@@H]1[C@@H](CO)[C@@H]2Cn3c(ccc(C4=CCCC4)c3=O)[C@@H]2N1C(=O)C1CC1	1	0.8	-3	7
C[C@@H]1CCCCO[C@H](CN(C)C(=O)NC2CCCCC2)[C@H](C)CN([C@@H](C)CO)C(=O)c2cc(NC(=O)Nc3cccc4ccccc34)ccc2O1	108*	-2.3	-12	0
COCC(=O)N[C@H]1CC[C@H](CC(=O)NCc2ccc(Cl)cc2)O[C@@H]1CO	-33	0.7	0	7
C[C@H]1CN([C@@H](C)CO)C(=O)Cc2cc(NC(=O)Cc3ccccc3)ccc2O[C@@H]1CN(C)C(=O)Nc1cccc2ccccc12	21	-0.5	1	-31
CCCC#Cc1cnc2c(c1)C(=O)N([C@@H](C)CO)C[C@@H](C)[C@@H](CN(C)C(=O)c1cccc(F)c1)O2	-27	-0.7	1	-12
C[C@@H]1CN([C@@H](C)CO)C(=O)c2cc(-c3cccc(F)c3)cnc2O[C@@H]1CN(C)CC1CCOCC1	.	-3.0	0	-14
O=C(c1cccc(F)c1)N1C[C@@H]2[C@H](c3ccccc31)[C@H](CO)N2C(=O)C1CCOCC1	22	0.0	-6	7
CN(C)C(=O)[C@@H]1[C@@H](CO)[C@@H]2Cn3c(ccc(-c4ccccc4)c3=O)[C@H]1N2CC1CCCC1	87	-0.3	-2	5
C[C@@H]1CCCCO[C@H](CN(C)C(=O)CCCN(C)C)[C@@H](C)CN([C@H](C)CO)C(=O)c2cc(NS(=O)(=O)c3cccs3)ccc2O1	-8	-0.5	2	42
Cc1noc(C)c1S(=O)(=O)N(C)C[C@@H]1Oc2ccc(NC(=O)Cc3ccccc3)cc2CC(=O)N([C@@H](C)CO)C[C@@H]1C	51	-0.4	-3	2
COc1ccc(NC(=O)N(C)C[C@H]2Oc3c(NS(=O)(=O)c4ccc(F)cc4)cccc3C(=O)N([C@@H](C)CO)C[C@@H]2C)cc1	35	1.1	23	30
O=C(NCC1CC1)[C@H]1[C@H](CO)[C@H]2Cn3c(ccc(-c4ccccc4F)c3=O)[C@@H]1N2Cc1cncnc1	21	-0.2	-3	5
C[C@@H]1CCCCO[C@@H](CN(C)Cc2ccc(C(F)(F)F)cc2)[C@H](C)CN([C@H](C)CO)C(=O)c2cc(NC(=O)c3ccncc3)ccc2O1	109*	-1.1	-1	-72
C[C@@H]1CN([C@@H](C)CO)C(=O)c2cc(/C=C/c3ccccc3)cnc2O[C@H]1CN(C)Cc1ccc2c(c1)OCO2	111*	-0.5	22	-66
C[C@H]1CN([C@@H](C)CO)C(=O)c2cc(C#Cc3ccccc3F)cnc2O[C@H]1CN(C)S(=O)(=O)c1ccccc1F	97*!	-4.1	-2&0	-39&-51
C[C@@H](O)C#Cc1ccc2c(c1)O[C@@H](CN(C)C)[C@@H](C)CN([C@@H](C)CO)S2(=O)=O	-46	1.6	-1	37
CNC[C@H]1Oc2ncc(C#Cc3cccc(OC)c3)cc2C(=O)N([C@H](C)CO)C[C@H]1C	76	-2.6	0	-83*
Cc1ccc(S(=O)(=O)N(C)C[C@@H]2Oc3c(NC(=O)Nc4c(C)noc4C)cccc3C(=O)N([C@H](C)CO)C[C@@H]2C)cc1	-7	-1.0	6	-16
C[C@H](CO)N1C[C@H](C)[C@@H](CN(C)C(=O)C2CCCCC2)Oc2ncc(-c3ccccc3)cc2C1=O	7	-0.3	-8	-65
CN1C(=O)c2cc(NC(=O)Nc3ccc(F)cc3)ccc2OC[C@@H]2O[C@@H](CC(=O)NC3CCC3)CC[C@H]21	30	1.1	12	-7
COc1ccc(NC(=O)Nc2ccc3c(c2)C(=O)N([C@@H](C)CO)C[C@@H](C)[C@H](CN(C)C)OCCCC[C@@H](C)O3)cc1	55	-0.3	-2	8
Cc1noc(C)c1NC(=O)Nc1ccc2c(c1)CC(=O)N([C@H](C)CO)C[C@H](C)[C@@H](CN(C)C(=O)Nc1ccc(F)cc1)O2	31	-0.7	5	29
O=C(Nc1ccc2c(c1)OCO2)N[C@@H]1CC[C@@H](CCNC(=O)C2CCC2)O[C@@H]1CO	.	-2.0	1	-10
COc1cccc(C(=O)Nc2ccc3c(c2)C(=O)N(C)[C@H]2CC[C@@H](CC(=O)NCc4ccc(F)cc4)O[C@@H]2CO3)c1	41	-1.8	4	-26
O=C(O)[C@@H]1[C@@H](CO)[C@@H]2Cn3c(ccc(-c4ccccc4)c3=O)[C@@H]2N1CCc1ccccc1	59	1.8	1	-17
O=C(NCC[C@H]1CC[C@H](NS(=O)(=O)Cc2ccccc2)[C@H](CO)O1)C1CCC1	25	4.7	.	0
Cc1ccccc1-c1cnc2c(c1)C(=O)N([C@@H](C)CO)C[C@H](C)[C@H](CN(C)Cc1cccnc1)O2	38	-1.1	5	26
CC(C)NC(=O)N1C[C@H]2[C@@H](c3ccccc31)[C@@H](CO)N2C(=O)C1CCCC1	-11	-0.1	4	-11
Cc1ccc(S(=O)(=O)N(C)C[C@H]2Oc3ccc(NS(=O)(=O)c4cccs4)cc3C(=O)N([C@@H](C)CO)C[C@H]2C)cc1	30	-0.6	-8	23
C[C@@H]1CN([C@@H](C)CO)C(=O)c2cccc(NS(C)(=O)=O)c2O[C@H]1CN(C)C(=O)NC1CCCCC1	.	13	-2	6
C[C@@H]1CN([C@H](C)CO)C(=O)c2cc(-c3ccc(F)cc3)cnc2O[C@H]1CN(C)C(=O)Nc1ccc(F)cc1	-121	-0.6	-8	-8
COc1ccc(S(=O)(=O)Nc2ccc3c(c2)CC(=O)N([C@@H](C)CO)C[C@@H](C)[C@@H](CN(C)C(=O)Nc2ccccc2)O3)cc1	-6	-2.5	-6	18
C[C@H]1CN([C@@H](C)CO)C(=O)c2cccc(NS(=O)(=O)c3ccccc3)c2O[C@H]1CN(C)S(=O)(=O)c1ccc(F)cc1	24	2.2	74	1
CCC(=O)N[C@@H]1CC[C@H](CCn2cc(-c3cccc(OC)c3)nn2)O[C@@H]1CO	-41	29*	3	-20
O=C(C[C@@H]1CC[C@@H]2[C@H](COC[C@@H](O)CN2C(=O)Nc2ccc(F)cc2)O1)NC1CCC1	.	-1.8	6&-8	-8
COc1cccc(S(=O)(=O)Nc2ccc3c(c2)C(=O)N(C)C[C@H](OC)[C@@H](C)CN[C@H](C)CO3)c1	11	-1.7	.	13
O=C(C[C@@H]1CC[C@H](NS(=O)(=O)c2ccccc2)[C@H](CO)O1)N1CCN(c2ccccc2)CC1	.	-0.5	1	16
CC(C)NC(=O)N(C)C[C@H]1OCCCC[C@H](C)Oc2ccc(NC(=O)CCC(F)(F)F)cc2C(=O)N([C@H](C)CO)C[C@H]1C	23	0.3	1	-10
CCC(=O)N1[C@@H](CO)[C@@H](c2ccc(-c3ccccc3)cc2)[C@@H]1CN(CC)C(C)=O	-22	-1.1	-5	2
C[C@H](CO)N1C[C@H](C)[C@@H](CN(C)C(=O)Nc2ccc(F)cc2)Oc2ccc(NC(=O)Nc3ccccc3)cc2CC1=O	14	0.6	3	-15
CO[C@@H]1CN(C)C(=O)c2cc(NC(=O)c3ccccc3F)ccc2OC[C@H](C)N(C(C)=O)C[C@@H]1C	29	-0.9	.	-58
O=C(C[C@@H]1C=C[C@@H](NC(=O)CC2CC2)[C@@H](CO)O1)NCc1ccccc1	.	1.0	8	29
CCC(=O)N1CC2(C1)CN(Cc1ccc(Cl)cc1)[C@@H](CO)c1[nH]c3cc(OC)ccc3c12	.	-1.3	3	-90*
N#C[C@H]1[C@@H](c2ccc(C3=CCCCC3)cc2)[C@@H](CO)N1C(=O)c1cccc(F)c1	61	5.3	-5	-31
CC(C)NC(=O)N(C)C[C@@H]1Oc2c(NC(=O)Nc3ccccc3)cccc2C(=O)N([C@@H](C)CO)C[C@H]1C	43	-3.2	7	-8
COc1cccc(-c2ccc([C@@H]3[C@H](CO)N4C(=O)CN(C(=O)c5cccnc5)C[C@@H]34)cc2)c1	.	-0.7	12	-62
O=C(Nc1cc(F)ccc1F)N1CC(=O)N2[C@H](CO)[C@@H](c3ccc(-c4cccc(F)c4)cc3)[C@H]2C1	.	?	1	11
Cc1ccc(S(=O)(=O)Nc2ccc3c(c2)C(=O)N([C@@H](C)CO)C[C@@H](C)[C@H](CN(C)C(=O)Nc2c(C)noc2C)O3)cc1	6	0.5	-3	13
C[C@@H]1CN([C@@H](C)CO)C(=O)c2cc(NS(=O)(=O)c3ccc(Cl)cc3)ccc2O[C@@H]1CN(C)C(=O)Nc1cccc2ccccc12	87	-1.0	9	9
C[C@@H]1CN([C@H](C)CO)C(=O)Cc2cc(NC(=O)Nc3ccccc3)ccc2O[C@H]1CN(C)Cc1ccc(-c2ccccc2)cc1	30	1.3	45	7
C[C@H](CO)N1C[C@H](C)[C@H](CN(C)C(=O)Cc2ccccc2)OCCCC[C@H](C)Oc2ccc(NS(=O)(=O)c3cccs3)cc2C1=O	65	-0.3	1	-36
Cc1ccc(S(=O)(=O)N(C)C[C@@H]2Oc3ccc(NC(=O)Cc4ccccc4)cc3C(=O)N([C@H](C)CO)C[C@@H]2C)cc1	46	0.9	-3	-22
C[C@H]1CN([C@@H](C)CO)C(=O)Cc2cc(NC(=O)Nc3ccc(C(F)(F)F)cc3)ccc2O[C@H]1CN(C)Cc1ccc(Oc2ccccc2)cc1	33	0.4	12	-3
C[C@@H]1CCCCO[C@H](CN(C)C(=O)c2ccccc2)[C@@H](C)CN([C@H](C)CO)C(=O)c2cc(NC(=O)Nc3cccc4ccccc34)ccc2O1	-46	-4.8	7	26
CC(=O)N(C)C[C@H]1Oc2ncc(-c3ccc(C(=O)N(C)C)cc3)cc2C(=O)N([C@@H](C)CO)C[C@@H]1C	38	2.8	-2	13
C[C@@H]1CN([C@@H](C)CO)C(=O)c2cccc(NC(=O)C3CCOCC3)c2O[C@@H]1CN(C)Cc1ccc2c(c1)OCO2	11	0.1	1	25
C[C@@H]1CN([C@@H](C)CO)C(=O)c2cc(C#CCN(C)C)cnc2O[C@H]1CN(C)C(=O)Nc1cccc(F)c1	16	3.3	0	-7
C[C@H](CO)N1C[C@H](C)[C@@H](CN(C)C(=O)Cc2ccncc2)Oc2cc(C#Cc3ccccc3F)ccc2S1(=O)=O	.	-1.1	-5	-51
O=C(C[C@H]1CC[C@H](NC(=O)c2ccc(F)cc2)[C@H](CO)O1)NCCc1ccccc1	0	-0.4	.	-5

4 entries picked at random from the list so far:
SMILES	Tcruzi prolif	GASC1 inh	C diff HTS	Pf Dd2 inh
C[C@@H]1CN([C@@H](C)CO)C(=O)c2cccc(NC(=O)C3CCOCC3)c2O[C@@H]1CN(C)Cc1ccc2c(c1)OCO2	11	0.1	1	25
C[C@@H]1CN([C@@H](C)CO)C(=O)c2cc(C#CCN(C)C)cnc2O[C@H]1CN(C)C(=O)Nc1cccc(F)c1	16	3.3	0	-7
C[C@H]1CN([C@@H](C)CO)C(=O)Cc2cc(NC(=O)Nc3ccc(C(F)(F)F)cc3)ccc2O[C@H]1CN(C)Cc1ccc(Oc2ccccc2)cc1	33	0.4	12	-3
C[C@@H]1CCCCO[C@H](CN(C)C(=O)c2ccccc2)[C@@H](C)CN([C@H](C)CO)C(=O)c2cc(NC(=O)Nc3cccc4ccccc34)ccc2O1	-46	-4.8	7	26

GASC1 inh, what is marked active above.
structure | GASC1 inh | C diff HTS
CCC(=O)N[C@@H]1CC[C@H](CCn2cc(-c3cccc(OC)c3)nn2)O[C@@H]1CO | 29* | 3

Next section
SMILES	Tcruzi prolif	GASC1 inh	C diff HTS	Pf Dd2 inh
CC=Cc1ccc2n(c1=O)C[C@H]1[C@H](CO)[C@@H](C(=O)NC3Cc4ccccc4C3)N(CC3CC3)[C@@H]21 (mixture of isomers)	70	0.8	1	-9
COc1ccc(NC(=O)N(C)C[C@@H]2Oc3c(NC(=O)Nc4ccc5c(c4)OCO5)cccc3C(=O)N([C@H](C)CO)C[C@@H]2C)cc1	17	-1.2	2	-28
C[C@@H]1CCCCO[C@@H](CN(C)C(=O)c2ccccc2)[C@@H](C)CN([C@H](C)CO)C(=O)c2cc(NC(=O)Nc3ccccc3)ccc2O1	-24	0.2	6	15
C[C@H](CO)N1C[C@H](C)[C@H](CN(C)C(=O)Nc2cccc3ccccc23)Oc2ccc(NC(=O)Nc3ccc(C(F)(F)F)cc3)cc2C1=O	33	-2.7	-5	-62
CO[C@@H]1CN(C)C(=O)c2cc(NC(=O)C3CC3)ccc2OC[C@@H](C)N(CCc2ccccc2)C[C@@H]1C	1	-0.7	11	-33

Of the compounds above, these have an NH in an aromatic ring:
SMILES	Tcruzi prolif	GASC1 inh	C diff HTS	Pf Dd2 inh
COc1ccc2c3c([nH]c2c1)[C@H](CO)N(CC1CC1)CC31CN(C(=O)c2cccc(F)c2)C1	.	-0.8	7	-29
CCC(=O)N1CC2(C1)CN(Cc1ccc(Cl)cc1)[C@@H](CO)c1[nH]c3cc(OC)ccc3c12	.	-1.3	3	-90*

Bioassay records deposited in PubChem by Broad Institute.
